Assay outcomes as filed in PubChem BioAssay.
NALP1 inh: NALP1 inflammasome inhibitors in reconstituted yeast, colorimetric, S. cerevisiae, triplicate retest; S. cerevisiae NALP1/ASC/caspase-1 growth, X-gal OD620, 72 h; inhibition, % at 10 µM; hit rate 0.61% among 280,000; in the data active means inhibition mostly above about 24%, no sharp cut-off; inactive means mostly below about 32%; further: some compounds called inactive have numbers as strong as hits
GPR7 antag: GPR7 receptor antagonists, primary screen, cell-based, fluorescence, single concentration; GPR7-expressing cells, fluorescence antagonist assay; inhibition, % at 4.4 µM; hit rate 1.1% among 290,000; in the data active means inhibition above about 16%, passing the limit was not always enough;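 further: cells stimulated with the agonist NPW; 0% = agonist with vehicle and 100% = vehicle without agonist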
Target sequence (P48145 whole entry, looked up): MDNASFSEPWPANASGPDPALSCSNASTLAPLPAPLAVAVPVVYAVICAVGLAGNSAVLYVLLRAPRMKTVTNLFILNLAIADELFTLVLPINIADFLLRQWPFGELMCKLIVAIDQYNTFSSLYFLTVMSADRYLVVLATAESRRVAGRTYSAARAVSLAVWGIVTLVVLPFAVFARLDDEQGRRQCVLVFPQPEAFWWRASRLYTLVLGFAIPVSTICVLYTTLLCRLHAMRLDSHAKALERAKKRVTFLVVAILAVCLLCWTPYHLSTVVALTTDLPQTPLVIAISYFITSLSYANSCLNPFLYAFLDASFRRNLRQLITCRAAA
MEKK2wt PB1 HTS: modulators of MEK5 binding to wildtype MEKK2, primary screen, biochemical, multiplex bead flow cytometry, Alexa488-MEK5. Mitogen-activated protein kinase kinase kinase 2 (Homo sapiens), Q9Y2U5. Alexa488-MEK5 binding to MEKK2 WT; actives lie on both sides. binding response (% of control), % at 10 µM. hit rate 1.1% among 290,000; in the data active means binding response below about 67% or above about 130%
MEKK3 PB1 HTS: modulators of MEKK3-MEK5 PB1 binding, primary screen, biochemical, wildtype MEKK3, multiplex bead flow cytometry, Alexa488-MEK5. hit rate 1.4% among 290,000. bead-based flow cytometry, Alexa488-MEK5 binding to MEKK3; actives lie on both sides; 0 = blocked by unlabeled MEK5, 100 = vehicle. binding response (% of control), % at 10 µM. Mitogen-activated protein kinase kinase kinase 3 (Homo sapiens), Q99759;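 active means binding response more than 3 SD above or below the average of its plate-row segment, actives on both sides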;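 further: Alexa488 bead fluorescence after subtracting the streptavidin-only scavenger bead signal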
V1R ag counter: agonists of human V1a receptor, primary screen, counter-screen for OXTR agonist project, fluorescence, CHO-V1R cells. Fluo-8 calcium fluorescence, agonist mode; 0% DMSO, 100% 3 nM vasopressin. activation, % at 3 µM. hit rate 0.25% among 320,000;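 active means activation above the mean activation of all tested compounds plus 3 SD, per screening run, cut at about 20% in these data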;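 further: signal is peak over basal fluorescence ratio across a 100 second FLIPR read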
GalR3 antag: GalR3 antagonists in HEK293 cells, primary screen, cell-based, fluorescence readout; HEK293 GalR3-CNG cAMP membrane potential fluorescence; galR3 body fused to GalR1 C-terminus; hit rate 0.44% among 360,000; inhibition, % at 3 µM; AID 651719, 2012;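 active means inhibition above the screen-wide average plus 3 SD, cut at about 13% in these data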;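 further: forskolin and galanin both at EC90 stimulate the cells; cAMP rise reported by CNG channel membrane potential dye signal; 0% = forskolin plus galanin with DMSO and 100% = forskolin alone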
Target sequence (O60755 1-299 limits assumed): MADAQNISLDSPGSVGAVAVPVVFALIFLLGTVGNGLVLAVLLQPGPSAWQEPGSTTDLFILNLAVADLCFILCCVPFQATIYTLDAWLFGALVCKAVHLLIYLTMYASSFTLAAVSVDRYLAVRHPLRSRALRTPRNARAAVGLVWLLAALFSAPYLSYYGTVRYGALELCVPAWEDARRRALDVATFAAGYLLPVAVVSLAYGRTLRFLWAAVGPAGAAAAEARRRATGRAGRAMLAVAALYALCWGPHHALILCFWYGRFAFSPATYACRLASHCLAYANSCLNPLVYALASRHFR
OXTR agonist: human OXTR agonists, primary screen, fluorescence, CHO-OTR cells, Fluo-8 calcium; AID 2435, 2010; activation, % at 3 µM; Oxytocin receptor (Homo sapiens), P30559; Fluo-8 calcium fluorescence; normalized: DMSO 0%, oxytocin 100%; hit rate 0.32% among 320,000;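 active means activation above the mean of all tested compounds plus 3 SD, cutoff set per screening run, cut at about 20% in these data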;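 further: peak over basal fluorescence ratio from a 100 s FLIPR kinetic read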
MEKK2mut PB1 HTS: MEK5 binding signal on mutant MEKK2 PB1, primary screen, biochemical, multiplex bead flow cytometry, Alexa488-MEK5 | hit rate 0.35% among 290,000 | AID 1530, 2009 | Alexa488-MEK5 binding to MEKK2 mutant | percent response, % at 10 µM; in the data active means percent response above about 24%, passing the limit was not always enough; further: inactives centre near 1; some results filed as inactive read as strong as hits; reference of the scale not given here
PHOSPHO1 inh: PubChem AID 1565; Phosphoethanolamine/phosphocholine phosphatase (Homo sapiens), Q8TCT1; recombinant PHOSPHO1, absorbance phosphatase assay; inhibition, % at 13.3 µM; hit rate 1.1% among 290,000; in the data active means inhibition above about 60%
* marks the source's active call; other numbers are inactive results; x = not tested or not shown; [ ] = remark or other dose.

| No. | compound | NALP1 inh | GPR7 antag | MEKK2wt PB1 HTS | MEKK3 PB1 HTS | V1R ag counter |
| --- | --- | --- | --- | --- | --- | --- |
| 1 | Cc1nc(N(C)Cc2ccccc2)c2nnn(Cc3ccccc3)c2n1 | 16 | -6 | 104 | 104 | 0.3 |
| 2 | CCOC(=O)C1(C)NC(c2cc(OC)c(OC)c(OC)c2)C2C(=O)N(CC)C(=O)C21 (configuration not stated) | 4 | -3 | 2.0*[inhibitor] | 2.0*[inhibitor] | 0.7 |
| 3 | COc1c([N+](=O)[O-])cc(C(=O)NNC(=O)c2ccc(C)cc2)cc1[N+](=O)[O-] | -14 | -5 | 107 | 106 | 0.9 |
| 4 | O=C(CN1C(=O)c2ccccc2S1(=O)=O)NCCSc1ccccc1 | 21 | -11 | 114 | 109 | -1.0 |
| 5 | CC(C)=CCC/C(C)=C/COc1ccc2ccc(=O)oc2c1 | -8 | -15 | 101 | 106 | -0.7 |
| 6 | Cc1ccc(N(CC(=O)NCC2CCCO2)C(=O)CCC(=O)Nc2cc(C)on2)cc1 (configuration not stated) | 14 | -1 | 105 | 102 | 0.2 |
| 7 | CCc1ccc(-c2cc(C(=O)Nc3ccc(S(=O)(=O)NC(C)=O)cc3)c3ccccc3n2)cc1 | 13 | 5 | 108 | 109 | 0.7 |
| 8 | COc1ccccc1C(=O)NCC(=O)NC(C)c1ccc(-n2ccnc2)cc1 (configuration not stated) | 3 | -9 | 105 | 105 | -0.4 |
| 9 | CCN(CC)C(=O)c1[nH]cnc1C(=O)N[C@@H](CCCCNC(=O)OC(C)(C)C)C(=O)OC(C)(C)C | -6 | -14 | 106 | 104 | -0.3 |
| 10 | Cc1ccc([N+](=O)[O-])cc1NC(=O)CSc1nnc(C)n1CC1CCCO1 (configuration not stated) | -5 | -5 | 96 | 99 | 0.3 |

| No. | GalR3 antag | OXTR agonist | MEKK2mut PB1 HTS | PHOSPHO1 inh |
| --- | --- | --- | --- | --- |
| 1 | 3 | -0.4 | 0 | 7 |
| 2 | -3 | 0.2 | -14 | 24 |
| 3 | -6 | -0.1 | 8 | x |
| 4 | -3 | -1.9 | 5 | 15 |
| 5 | 0 | -1.2 | -2 | 32 |
| 6 | -9 | -0.7 | 1 | 32 |
| 7 | -2 | -0.2 | 15 | 31 |
| 8 | -2 | -0.7 | 8 | -6 |
| 9 | -2 | -0.5 | 3 | 26 |
| 10 | 0 | 0.3 | 0 | 42 |

(list continues)
| No. | compound | NALP1 inh | GPR7 antag | MEKK2wt PB1 HTS | MEKK3 PB1 HTS | V1R ag counter |
| --- | --- | --- | --- | --- | --- | --- |
| 11 | CSc1ccc(CCNC(=O)CCc2nnc3ccc(N4CCCC4)nn23)cc1 | 22 | 1 | 95 | 94 | -1.2 |
| 12 | C=CCn1c(SCC(=O)N2CCN(c3ccccc3)CC2)nc2c([nH]c3ccccc32)c1=O | 27 | 0 | 104 | 97 | 0.1 |
| 13 | O=S(Cc1ccc(Br)cc1)Cc1nnc(SCc2ccc(Br)cc2)n1-c1ccccc1 (configuration not stated) | 31 | 22 | 91 | 87 | 1.6 |
| 14 | CC(/C=C/c1ccco1)=N\NC(=O)C(O)c1ccccc1 (configuration not stated) | 36 | 4 | 110 | 133* | 0.2 |
| 15 | Cc1cc([N+](=O)[O-])ccc1NCc1ccccc1 | 19 | 10 | 98 | 102 | -0.1 |
| 16 | O=C(CSc1nc2ccccc2s1)N/N=C/c1ccccc1C(=O)O | -8 | -15 | 95 | 105 | -0.5 |
| 17 | CCOC(=O)c1ccc(-c2ccc(/C=C(\C#N)C(=O)NCc3cccs3)o2)cc1 | 21 | 2 | 100 | 117 | -0.2 |
| 18 | C/C(=N\NC(=O)Cn1nc(C)c([N+](=O)[O-])c1C)c1ccco1 | x | -16 | 99 | 97 | 1.0 |
| 19 | COCCCNCCCCOc1ccc(Br)cc1C | 37 | 16 | 108 | 103 | 3.7 |
| 20 | Cc1ccc(Cn2nnc3c(=O)n(CC(=O)N4CCN(c5ccccc5)CC4)cnc32)cc1 | 9 | -9 | 99 | 112 | 2.6 |

| No. | GalR3 antag | OXTR agonist | MEKK2mut PB1 HTS | PHOSPHO1 inh |
| --- | --- | --- | --- | --- |
| 11 | 0 | -0.3 | 1 | 41 |
| 12 | 0 | -0.3 | 5 | 10 |
| 13 | -8 | -0.4 | -4 | -7 |
| 14 | -2 | -0.1 | 0 | 0 |
| 15 | x | -2.1 | 6 | -18 |
| 16 | 1 | 1.1 | 5 | 8 |
| 17 | -2 | -1.2 | 0 | 1 |
| 18 | -6 | 0.4 | -4 | 32 |
| 19 | 1 | 11 | -1 | -6 |
| 20 | -8 | 3.9 | 0 | 24 |

Records listed so far printed as active in MEKK2wt PB1 HTS:
entry | structure | NALP1 inh | GPR7 antag | MEKK2wt PB1 HTS | MEKK3 PB1 HTS | GalR3 antag | MEKK2mut PB1 HTS | PHOSPHO1 inh
2 | CCOC(=O)C1(C)NC(c2cc(OC)c(OC)c(OC)c2)C2C(=O)N(CC)C(=O)C21 (configuration not stated) | 4 | -3 | 2.0*[inhibitor] | 2.0*[inhibitor] | -3 | -14 | 24

Ordered by formula weight (rising): three of the compounds above
| No. | compound | NALP1 inh | GPR7 antag | MEKK2wt PB1 HTS | MEKK3 PB1 HTS | V1R ag counter |
| --- | --- | --- | --- | --- | --- | --- |
| 15 | Cc1cc([N+](=O)[O-])ccc1NCc1ccccc1 | 19 | 10 | 98 | 102 | -0.1 |
| 14 | CC(/C=C/c1ccco1)=N\NC(=O)C(O)c1ccccc1 (configuration not stated) | 36 | 4 | 110 | 133* | 0.2 |
| 18 | C/C(=N\NC(=O)Cn1nc(C)c([N+](=O)[O-])c1C)c1ccco1 | x | -16 | 99 | 97 | 1.0 |

| No. | GalR3 antag | OXTR agonist | MEKK2mut PB1 HTS | PHOSPHO1 inh |
| --- | --- | --- | --- | --- |
| 15 | x | -2.1 | 6 | -18 |
| 14 | -2 | -0.1 | 0 | 0 |
| 18 | -6 | 0.4 | -4 | 32 |

More compounds
| No. | compound | NALP1 inh | GPR7 antag | MEKK2wt PB1 HTS | MEKK3 PB1 HTS | V1R ag counter |
| --- | --- | --- | --- | --- | --- | --- |
| 21 | CC(=O)c1c(CSc2ccccc2)oc2ccc(O)c(CN(C)C)c12 | 14 | 13 | 111 | 103 | 5.0 |
| 22 | CN1CCc2c(sc3c2C(=O)NC(c2ccc(-c4cccc(Cl)c4)o2)N3)C1 (configuration not stated) | 22 | 7 | 170* | 82 | 3.6 |
| 23 | CC(C)(C)c1ccc(-c2nnc(SCC(=O)Nc3sc4c(c3C#N)CCCC4)o2)cc1 | -34 | 1 | 90 | 91 | -0.6 |
| 24 | CNC(=O)N(O)C1N(/N=C/c2cccs2)C(=S)SC1(C)C (configuration not stated) | 16 | -4 | 97 | 98 | -0.4 |
| 25 | O=C(C#Cc1ccccc1)NCc1ccccc1F | 15 | 1 | 104 | 106 | x |
| 26 | O=C(NC(=S)Nc1ccc2c(c1)OCCO2)c1ccccc1F | 10 | 1 | 100 | 94 | 1.2 |

| No. | GalR3 antag | OXTR agonist | MEKK2mut PB1 HTS | PHOSPHO1 inh |
| --- | --- | --- | --- | --- |
| 21 | -20 | 6.0 | 12 | 25 |
| 22 | x | 4.0 | 42 | 44 |
| 23 | -1 | -1.1 | -3 | -9 |
| 24 | -5 | -1.0 | -8 | 12 |
| 25 | -12 | x | 11 | 14 |
| 26 | -4 | 4.0 | 3 | 47 |
